Source: PubChem BioAssay (several laboratories)
PKA-R2B activ: activates the human PKA-R2B holoenzyme complex. activation, % at 11.4 µM. PKA-R2B holoenzyme dissociation, Cy5-IP20 fluorescence polarization; R2B truncated from residue 108, S112A mutant; 0% DMSO only, 100% 113 µM cGMP. P22694+P31323. hit rate 0.079% among 340,000;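 active means activation above a cutoff set at the mean over all compounds plus 3 SD, cut at about 18% in these data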;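 further: higher means more holoenzyme dissociation and a rise in polarization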
CAL PDZ FP-1: inhibitors of human CAL PDZ peptide binding | Q9HD26 | purified CAL PDZ, TMR-peptide fluorescence polarization, 1 h | AID 504414 | hit rate 0.02% among 330,000 | inhibition, % at 20 µM;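 active means highest replicate inhibition of at least 40%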;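 further: plate controls were DMSO neutral control wells for no effect and unlabeled competitor peptide control wells for full effect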
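System: purified tagged CAL PDZ domain construct (CerCALP). Schedule: 1 h incubation at room temperature before polarization reading. Medium: 25 mM sodium phosphate pH 7.4, 150 mM NaCl, TCEP, IgG, Thesit. Read-out: percent inhibition from loss of millipolarization. Measured by: FP readout, S and P plane fluorescence. Probe or stimulus: fluorescent TMR peptide probe.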
RTF Ca sens inh: cardiac RTF calcium desensitization. IANBD-labeled cardiac RTF, Ca2+ fluorescence. inhibition, % at 7.15 µM. hit rate 0.12% among 340,000;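 active means inhibition above the mean inhibition of all tested compounds plus 3 SD, cut at about 17% in these data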;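 further: assay run at fixed EC70 calcium of 1.6 mM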
SR-BI DiI-HDL act: activators of SR-BI mediated HDL lipid uptake. hit rate 0.096% among 320,000. activation, % at 12.5 µM. CHO ldlA[mSR-BI] cells, DiI-HDL uptake fluorescence, 3 h; 100 = double the neutral-control signal;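 active means mean replicate activation of at least 60% and every replicate at or above 60%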;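 further: 0% = median plate neutral-control signal and 100% = twice that signal; values of inactives mirror those of a sister screen read the other way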
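Material: SR-BI-overexpressing, LDLR-lacking CHO cells; schedule: compound exposure 3 h, 37 °C; reagent: DiI-labelled HDL at 10 µg/mL final; technique: bottom-read fluorescence, 550/595 nm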
Keap1 Nrf2 FP: Keap1-Nrf2 (human) interaction inhibition; AID 504523; inhibition, % at 9.4 µM; Keap1 Kelch-Nrf2 peptide fluorescence polarization, 1536-well; hit rate 0.15% among 340,000; in the data active means inhibition above about 12%;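 further: human Keap1 Kelch domain with fluorescein labeled Nrf2 9mer peptide probe; 0% = neutral control wells and 100% = peptide positive control; higher means more block of Keap1 binding to Nrf2 peptide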
Target sequence (Q14145 whole entry, looked up, the tested form may be a part): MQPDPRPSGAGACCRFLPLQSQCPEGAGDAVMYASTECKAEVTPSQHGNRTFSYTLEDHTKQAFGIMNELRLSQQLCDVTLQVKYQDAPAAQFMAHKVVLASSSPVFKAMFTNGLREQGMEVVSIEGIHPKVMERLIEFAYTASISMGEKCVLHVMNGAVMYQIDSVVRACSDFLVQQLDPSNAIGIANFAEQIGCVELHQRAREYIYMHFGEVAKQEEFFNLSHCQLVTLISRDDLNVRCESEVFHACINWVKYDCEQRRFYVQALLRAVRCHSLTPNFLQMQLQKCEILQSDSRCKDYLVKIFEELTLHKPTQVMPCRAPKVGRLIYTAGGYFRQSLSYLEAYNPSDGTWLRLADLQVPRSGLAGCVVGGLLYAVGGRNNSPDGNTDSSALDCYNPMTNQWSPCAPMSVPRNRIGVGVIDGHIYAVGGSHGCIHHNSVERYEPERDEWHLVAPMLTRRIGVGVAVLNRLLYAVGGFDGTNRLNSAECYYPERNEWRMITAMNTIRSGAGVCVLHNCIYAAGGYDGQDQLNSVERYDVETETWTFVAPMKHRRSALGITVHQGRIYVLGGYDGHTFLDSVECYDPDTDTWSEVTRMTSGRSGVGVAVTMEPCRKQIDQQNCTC
DAGLB inhibitor: diacylglycerol lipase beta (human) inhibition. HEK293T DAGLB membrane lysate, EnzChek fluorogenic substrate. hit rate 0.059% among 340,000. AID 504411. inhibition, % at 5.17 µM; in the data active means inhibition above about 34%;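 further: 0% = enzyme with vehicle and 100% = wells lacking enzyme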
LANA DNA inh: inhibitors of KSHV LANA C-terminal domain DNA binding; inhibition, % at 9 µM; hit rate 0.078% among 340,000; AID 504423; MBP-C-LANA/FAM-LBS DNA binding, fluorescence polarization;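 active means highest replicate inhibition at or above 60% at 9 µM, even if other replicates fall short; inactive means all replicates below 60% inhibition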;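 further: 0% = neutral control wells and 100% = 4 µM acridine orange control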
cardiac RTF act: cardiac RTF calcium sensitization | P19429+P45379 | IANBD-labeled TnC RTF fluorescence at EC20 calcium; 0% EC20 calcium, 100% full calcium | activation, % at 7.2 µM | hit rate 0.24% among 340,000;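 active means activation above the mean over all tested compounds plus 3 SD, cut at about 30% in these data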;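 further: rise in fluorescence read as greater calcium sensitivity of cardiac thin filaments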
Rtt109 Vps75: C. albicans Rtt109 histone acetyltransferase inhibition; inhibition, % at 34.9 µM; hit rate 0.16% among 330,000; purified Rtt109/Vps75, ThioGlo CoA-SH fluorescence, 4 h;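 active means inhibition of at least 50% in every replicate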
Target sequence (Q5AAJ8 whole entry, looked up): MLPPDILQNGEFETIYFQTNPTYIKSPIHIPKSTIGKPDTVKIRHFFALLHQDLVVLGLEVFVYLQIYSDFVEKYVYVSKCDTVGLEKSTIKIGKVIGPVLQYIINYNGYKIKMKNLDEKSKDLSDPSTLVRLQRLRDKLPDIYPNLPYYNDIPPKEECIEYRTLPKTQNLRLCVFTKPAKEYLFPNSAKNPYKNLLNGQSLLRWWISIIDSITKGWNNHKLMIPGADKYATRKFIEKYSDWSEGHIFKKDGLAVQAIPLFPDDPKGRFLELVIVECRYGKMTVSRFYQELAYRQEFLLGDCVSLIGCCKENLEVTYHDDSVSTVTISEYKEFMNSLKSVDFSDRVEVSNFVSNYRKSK
CAL PDZ FP-2: inhibitors of human CAL PDZ peptide binding | hit rate 0.92% among 300,000 | AID 602252 | purified CAL PDZ, TMR-peptide fluorescence polarization, 1 h | inhibition, % at 24.9 µM;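 active means mean inhibition of at least 30% with at least half of replicates also reaching 30%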;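 further: 0% = DMSO neutral control and 100% = excess unlabeled competitor peptide PRC23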
Numbers without * were called inactive; . = no result given.

compound	DAGLB inhibitor	PKA-R2B activ	CAL PDZ FP-1	LANA DNA inh	CAL PDZ FP-2	SR-BI DiI-HDL act	cardiac RTF act	Keap1 Nrf2 FP	RTF Ca sens inh	Rtt109 Vps75
CCCN1CCC(N2CCCC(C(=O)O)C2)CC1 (stereo unspecified)	1	-6	-0.7	2.2	0	20	1	-8	-7	-3
COc1ccc(C(CCNCc2ccc(OC)c(OC)c2)c2ccc(F)cc2)cc1 (stereo unspecified)	0	0	-1.1	1.7	.	.	3	-1	1	-10
COc1ccc(CNc2ncnc3cc(OC)c(OC)cc23)cc1	-1	1	-2.8	-2.8	-4	-4	-1	1	-3	-4
OCC1(Cc2ccc(F)cc2F)CCCN(Cc2ccc(Cl)cc2)C1 (stereo unspecified)	-8	8	-0.8	-2.1	3	13	1	-1	-7	8
Cc1cc(N/N=C/c2cccc(F)c2)nc(NCc2ccccc2)n1	-6	-3	-0.6	-0.2	-2	-41	-1	-2	2	-1
CCOc1ccc(C(C)=O)cc1COC(=O)c1ccc2c(c1)NC(=O)CS2	-3	0	-0.7	-0.7	-3	-80	-1	-7	-8	12
O=c1c2c(nc3c(-c4cccc5ccccc45)c[nH]n13)CCC2	3	5	-4.3	-1.0	0	11	-1	0	2	5
CCOc1cc(C(N)=O)cc(Br)c1OCc1ccccc1	1	4	-1.4	0.1	.	-5	0	0	-10	3
COc1ccc(CCNC(=O)c2nnn(-c3cc(C)cc(C)c3)c2N)cc1OC	2	7	-3.8	-1.4	-2	-54	-6	-1	-7	2
CCc1ccccc1NC(=O)CSc1nnc(CCNC(=O)OC(C)(C)C)o1	-1	-2	-0.4	-2.3	-3	-5	-1	4	-1	3
CCOC(=O)C1(CCOc2ccccc2)CCN(Cc2ccc(OC)c(COC)c2)CC1	-4	6	-1.5	0.1	.	-34	6	-3	-11	0
O=C(CCNC(=O)C1CCN(S(=O)(=O)c2ccc(F)cc2)CC1)NCc1ccc(Cl)cc1	0	-11	-1.7	-1.1	-3	10	6	-4	-10	4

Next part, starting with the last two of the part before.
compound	DAGLB inhibitor	PKA-R2B activ	CAL PDZ FP-1	LANA DNA inh	CAL PDZ FP-2	SR-BI DiI-HDL act	cardiac RTF act	Keap1 Nrf2 FP	RTF Ca sens inh	Rtt109 Vps75
CCOC(=O)C1(CCOc2ccccc2)CCN(Cc2ccc(OC)c(COC)c2)CC1	-4	6	-1.5	0.1	.	-34	6	-3	-11	0
O=C(CCNC(=O)C1CCN(S(=O)(=O)c2ccc(F)cc2)CC1)NCc1ccc(Cl)cc1	0	-11	-1.7	-1.1	-3	10	6	-4	-10	4
O=C(CCS(=O)(=O)Cc1ccccc1)N1CCN(Cc2ccccc2)CC1	-1	-1	-3.1	-0.3	-1	-6	-3	-7	-1	-7
Cn1ncc(N=Cc2c(O)ccc3ccccc23)c1C(=O)N1CCOCC1	1	5	-2.3	2.2	-3	6	8	3	7	-1
O=C(O)c1nn(Cc2nc3ccccc3o2)c(=O)c2ccccc12	1	-9	-1.5	1.0	-2	6	-11	4	-14	5
N#Cc1ccc(S(=O)(=O)N2CCc3[nH]c4ccc(F)cc4c3C2)cc1	-2	0	-0.6	-0.6	-1	-33	9	-5	-1	54*
CCC(C(=O)OCC(=O)Nc1ccc(OC)cc1OC)c1ccccc1 (stereo unspecified)	-2	-5	-2.0	1.1	0	-1	1	-2	-10	-3
COc1cc(OC)c(C(=O)Nc2cccc3ccccc23)cc1OC	1	-16	-1.8	2.3	33*	-39	0	1	2	-7
Cc1ccc(CNC(=O)c2nnc(CS(=O)(=O)c3ccccc3)o2)cc1	-2	-12	-0.2	0.1	0	12	6	-6	-9	0
Cn1cc(/C=C(\NC(=O)c2ccccc2Cl)C(=O)N2CCOCC2)c2ccccc21	2	8	-0.8	-1.0	-2	8	-1	-1	-2	-2
O=C(Nc1nnc(-c2ccc(Br)cc2)o1)c1cccc(N2C(=O)CCC2=O)c1	3	2	-2.3	0.4	-4	-11	-2	3	-2	-12
COc1ccccc1NC(=O)c1cc2ccccc2o1	-8	-3	-2.5	0.5	-3	3	-2	-4	-4	1
Cc1ccccc1NC(=O)c1ccccc1O	0	-7	-1.1	0.6	0	4	1	-2	0	0
O=C(O)c1ccc2nc(-c3ccccc3)sc2c1	-1	-8	0.1	0.3	-3	.	-3	-2	1	2
CCOC(=O)N1CCN(S(=O)(=O)c2cc(C)c(C)cc2C)CC1	-5	-12	-1.6	-0.7	-3	7	4	-7	1	0
COc1ccc(C2=NCC(CSc3nnnn3C)S2)cc1 (stereo unspecified)	-2	-19	-1.3	-2.3	3	-11	-1	-16	-7	-8
CCNC(=O)COC(=O)c1ccc(-n2nc(C)cc2C)cc1	-2	-11	-0.6	0.0	3	-11	-8	-5	2	-6
COc1ccc(CNC(=O)c2cccc3c2C(=O)N(CC2CCCO2)C3)cc1 (stereo unspecified)	-1	3	-0.8	2.6	.	12	6	-4	-6	-6
COCCNC(=O)Cn1nc(-c2ccccc2C)ccc1=O	-4	-8	-1.1	2.2	-3	4	-3	0	-8	2
COc1ccc2c(c1)sc1nc(-c3ccccc3)cn12	-9	-5	-2.0	-0.4	-2	-49	1	-6	-7	1
Cc1csc2c(=O)sc(NC(=O)c3cccs3)nc12	.	.	-0.5	0.8	.	2	.	-1	.	2
CCOc1cccc(/C=N/NS(=O)(=O)c2ccc(C)c([N+](=O)[O-])c2)c1O	7	1	-2.2	0.4	-1	6	-4	1	10	-5
O=C(OCC(=O)N1CCCCC1)c1n[nH]c(=O)c2ccccc12	1	-3	-2.3	-1.0	-3	23	1	3	2	-1
CCCc1nc(SCc2ccc(OCC)cc2)n[nH]1	-3	5	.	-0.8	-3	-9	4	-2	4	-1
Cc1cc(/C([O-])=C(/C(=S)Nc2ccc(F)cc2)[n+]2ccccc2)c(C)n1-c1ccc(F)cc1	6	-12	-1.0	4.0	.	2	-4	-8	0	12
N/C(CN1CCCCC1)=N\S(=O)(=O)c1cc(Cl)cc(Cl)c1	-2	-8	-1.4	0.2	-5	8	12	-3	-8	3
COc1cc(/C=C/C(=O)O)ccc1S(=O)(=O)N1CCCc2ccccc21	1	-11	-2.3	0.7	0	21	0	0	5	26
C=CCNc1nc(Nc2ccc(Cl)cc2)nc(OC)n1	-1	3	-2.7	-0.5	-4	-25	-2	5	11	5
CCOCCCNC(=O)C1(O)c2cc(Br)ccc2NC(=O)N1c1ccc(OCC)cc1 (stereo unspecified)	-3	-7	-1.8	1.5	2	-38	2	-4	6	15
COc1ccc(S(=O)(=O)N(C)c2ccc(C(=O)N3CCC(C(N)=O)CC3)cc2)cc1OC	-1	-1	-0.6	-0.1	-2	-22	-9	-2	3	-3
Cc1ccc(Cc2nc3ccccc3[nH]2)cc1	0	-7	-1.8	-2.4	-4	10	3	3	1	6
CCOc1ccccc1NC(=O)CSc1nnc(-c2cccnc2)o1	0	4	-0.4	1.3	-3	-8	-4	-2	-10	12
O=[N+]([O-])c1ccccc1OCC(O)CNC1CCCC1 (stereo unspecified)	-3	-6	-3.3	-0.9	-7	.	-3	3	-4	0
CSc1nnc(NC(=O)c2nc(S(=O)(=O)Cc3ccccc3)ncc2Cl)s1	4	-14	-2.3	0.4	-3	15	2	0	8	-2
COc1ccccc1N1CCN(C(=O)CCNS(=O)(=O)c2cc(Br)cnc2N)CC1	6	6	0.5	-1.1	-1	3	0	-4	-3	10
CCN1C(=O)[C@H]2[C@@H](c3ccc(C)cc3)N3C(=O)N(c4cccc(Cl)c4)C(=O)[C@@]3(Cc3ccccc3)[C@H]2C1=O	-2	-2	-0.7	1.7	2	3	-2	-1	-16	12
Cn1cc(/C=N/NC(=O)COc2ccccc2[N+](=O)[O-])c2ccccc21	-1	-7	-1.4	-0.4	-2	-31	0	3	7	-5
CCN(CC)c1ccc(/C=N/NC(=S)NCc2ccccc2)c(O)c1	12	1	-1.0	0.5	-3	-63	5	-4	-6	9
CCCCN(CCCNC(=O)C1CCCN(S(=O)(=O)CCC)C1)Cc1ccccc1 (stereo unspecified)	-2	-6	0.1	0.0	0	2	6	0	1	4
COC(=O)c1ccncc1C(=O)Nc1ccc(F)cc1	-1	-4	-0.2	2.7	2	15	7	-1	2	13
O=C(c1sc(N2CCOCC2)nc1-c1ccccc1)N1CCCCC1	-1	6	-2.5	1.6	-1	5	3	2	2	0
COC(=O)c1[nH]c2ccc(Cl)cc2c1NC(=O)C1CC1	-2	-1	.	2.8	-1	9	2	3	-5	1
O=C(O)c1ccc(NC(=O)c2cn(-c3ccccc3)nc2-c2ccc(F)cc2)cc1	0	-7	-2.8	1.8	-9	-4	-3	4	-12	10
COc1ccccc1C(=O)OCC(=O)c1ccc(CNC(C)=O)s1	-1	-10	0.6	0.3	0	-14	1	3	-5	-8
Cc1cc(C(=O)COC(=O)c2ccco2)c(C)n1Cc1ccco1	1	-14	-4.3	-2.4	-7	-11	3	8	-5	10
O=C(COC(=O)c1cc(S(=O)(=O)N2CCOCC2)c(Cl)cc1Cl)c1ccc[nH]1	-1	-5	-2.5	0.4	3	.	2	0	-1	0
CNCCCNC(=O)c1ccc(/C=N/O)nc1	0	-5	-17	-1.4	3	-10	0	-7	-10	-4
Cc1cc(/C=C(\C#N)C(=O)Nc2ccccc2)c(C)n1-c1ccc2c(c1)OCO2	-7	8	-3.1	0.7	.	-53	2	-1	-9	-2
CN(C(=O)c1ccc(NC(=O)Cc2ccc(NC(=O)C3CCCN(C(=O)C4CC4)C3)cc2)cc1)C1CCCC1 (stereo unspecified)	-2	5	-1.4	-1.4	0	6	-2	-3	-14	0
C/C(=N\NC(=O)Cn1nc(C)c([N+](=O)[O-])c1C)c1ccc(Cl)s1	-1	-4	-1.4	13	.	-3	-2	-1	-2	-1
O=S(=O)(c1ccc(=S)[nH]c1)N1CCCC1	1	2	-0.1	3.2	-4	4	2	-4	4	-2
O=C(/C=N/O)NCC1CCNCC1	0	5	-0.5	-0.2	-1	-13	4	-3	-4	0
CCCNC(=O)NC1CCCCCCC1	-1	-3	0.7	0.7	-2	30	3	-2	-9	-1
O=C(O)c1c2c(nc3ccc(S(=O)(=O)N4CCC(C(=O)NC5CCCC5)CC4)cc13)CCCCC2	0	-1	-1.3	0.3	-1	19	0	2	-2	-3
CCOC(=O)N1CCC(NC(=O)c2csc3c2CCCC3)CC1	1	1	-0.4	1.5	.	0	-2	-3	-12	-6
Brc1cccc(CN2CCN(c3ncccn3)CC2)c1	-7	0	0.4	-0.2	.	7	1	2	-11	-4
O=S(=O)(c1ccc(Oc2ccc3oc4ccccc4c3c2)nc1)N1CCCC1	-2	5	-1.1	0.6	-2	14	-1	0	0	15
